HKDC1 inhibitor – HKDC1 (human) hexokinase inhibition; 0.16% of 340,000 active; Q2TB90; recombinant HKDC1, G6PDH/diaphorase resazurin coupled fluorescence; AID 493160; inhibition, % at 20 µM;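 active = inhibition above about 35% when tested at 20 µM, limit read from the data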;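 also: plate controls were DMSO wells with enzyme for no effect and DMSO wells lacking enzyme for full effect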
Target sequence (Q2TB90 whole entry, looked up): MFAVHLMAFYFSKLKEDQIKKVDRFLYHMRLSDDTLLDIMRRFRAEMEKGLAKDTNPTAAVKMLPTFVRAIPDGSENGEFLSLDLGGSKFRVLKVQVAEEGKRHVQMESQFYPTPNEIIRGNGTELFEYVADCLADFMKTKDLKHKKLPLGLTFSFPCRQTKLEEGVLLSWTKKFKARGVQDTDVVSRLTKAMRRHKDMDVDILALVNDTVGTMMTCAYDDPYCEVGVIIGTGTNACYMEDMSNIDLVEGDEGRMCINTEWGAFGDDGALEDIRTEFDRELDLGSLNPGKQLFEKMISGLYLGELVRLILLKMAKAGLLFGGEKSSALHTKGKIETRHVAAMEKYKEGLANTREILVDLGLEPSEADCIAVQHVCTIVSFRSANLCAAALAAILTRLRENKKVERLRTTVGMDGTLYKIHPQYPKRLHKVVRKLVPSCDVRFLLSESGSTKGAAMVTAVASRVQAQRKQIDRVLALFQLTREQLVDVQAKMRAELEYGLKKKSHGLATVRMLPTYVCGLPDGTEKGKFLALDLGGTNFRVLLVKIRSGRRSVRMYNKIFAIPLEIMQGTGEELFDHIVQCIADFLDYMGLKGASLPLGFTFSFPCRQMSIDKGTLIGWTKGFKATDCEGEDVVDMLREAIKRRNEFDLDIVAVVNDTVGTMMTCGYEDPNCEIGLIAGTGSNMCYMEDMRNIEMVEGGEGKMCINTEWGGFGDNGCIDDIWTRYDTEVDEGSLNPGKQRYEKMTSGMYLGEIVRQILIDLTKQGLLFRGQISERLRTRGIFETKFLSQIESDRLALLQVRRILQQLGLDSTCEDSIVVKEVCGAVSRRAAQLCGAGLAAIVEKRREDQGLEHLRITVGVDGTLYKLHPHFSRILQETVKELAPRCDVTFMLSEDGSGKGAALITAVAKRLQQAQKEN
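Material – in-house recombinant HK5 (HKDC1) enzyme · Quantity – HKDC1 at 5 µg/mL · Buffer or medium – pH 8.0 Tris buffer with 10 mM MgCl2 · Reagent – glucose with 1 mM ATP · Dosing – single 20 µM dose · Times – reaction time 90 min, room temperature, protected from light · Technique – resorufin fluorescence at 613 nm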
hIAP block – blocks human intestinal alkaline phosphatase. P09923. purified IAP, CDP-Star luminescence, 30 min. inhibition, % at 10 µM. 0.12% of 330,000 active. AID 2544;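 active = inhibition reaching a set limit with compound at 10 µM in the primary screen, cut at about 35% in these data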;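 also: plate controls were DMSO wells with enzyme for no effect and no-enzyme buffer wells for full effect; values of inactives mirror those of a sister screen read the other way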
mIAP block – blocks mouse intestinal alkaline phosphatase; 0.2% of 330,000 active; AID 2806; inhibition, % at 10 µM; purified mouse IAP, CDP-Star luminescence, 30 min;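 active = inhibition of at least 40% at 10 µM in the primary screen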;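 also: plate controls were DMSO with enzyme for no effect and no enzyme wells for full effect; values of inactives mirror those of a sister screen read the other way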
mIAP activ – increases mouse intestinal alkaline phosphatase activity; 0.24% of 330,000 active; activation factor at 10 µM; AID 2805; muIAP, CDP-Star luminescence, 30 min; hits give high values; 1 = vehicle-only enzyme signal, 0 = enzyme-free wells;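 active = activation factor of at least 2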; also: the source names both 10 and 20 µM as test concentration; values of inactives mirror those of a sister screen read the other way
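also added = chemiluminescent substrate CDP-Star | test system = mouse IAP enzyme | signal = chemiluminescence readout | compound = DMSO-dissolved test compounds | incubation = 30 min at room temperature | benchmarks = DMSO wells, no-enzyme wells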
A3A deaminase – human APOBEC3A DNA deaminase inhibition. recombinant A3A, FAM/TAMRA ssDNA deamination fluorescence. inhibition, % at 20 µM. AID 493011. P31941. 0.41% of 330,000 active;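 active = at least 40% inhibition at 20 µM here, with at most 30% in a related deaminase screen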;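 also: plate controls were A3A with DMSO for no effect and wells lacking A3A enzyme for full effect; some results filed as inactive read as strong as hits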
Target sequence (P31941 whole entry, looked up): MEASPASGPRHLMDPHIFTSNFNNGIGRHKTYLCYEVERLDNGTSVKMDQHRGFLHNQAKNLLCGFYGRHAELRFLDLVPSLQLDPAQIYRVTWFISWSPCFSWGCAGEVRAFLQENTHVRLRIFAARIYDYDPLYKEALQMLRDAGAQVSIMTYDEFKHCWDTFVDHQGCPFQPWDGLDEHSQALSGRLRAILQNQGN
ATG4B inh – blocks human ATG4B protease cleavage of LC3 substrate | Q9Y4P1 | ATG4B cleavage of LC3-PLA2, NBD-HPC fluorescence, 1 h | inhibition, % at 8.33 µM | 0.51% of 340,000 active | AID 504462; in the data active = inhibition above about 40%
hIAP activ – human IAP activation; purified human IAP, CDP-Star luminescence, 30 min; hits give high values; 1 = vehicle-only enzyme, 0 = enzyme-free background; activation factor at 10 µM; 0.16% of 330,000 active; AID 2524;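 active = activation factor of the enzyme at least 2-fold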; also: the source names both 10 and 20 µM as test concentration; values of inactives mirror those of a sister screen read the other way
PfGluPho inh – PfG6PD (Plasmodium falciparum) enzyme inhibition; PfGluPho enzyme, NADPH resazurin-diaphorase fluorescence; inhibition, % at 20 µM; 0.78% of 350,000 active; AID 504690;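 active = inhibition reaching at least a set limit at 20 µM in the primary screen, cut at about 59% in these data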;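 also: 0% = DMSO wells with substrate and 100% = DMSO wells lacking glucose-6-phosphate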
The depositor's hits bear a star.

SMILES | HKDC1 inhibitor | hIAP block | mIAP block | mIAP activ | A3A deaminase | ATG4B inh | hIAP activ | PfGluPho inh
CCOC(=O)c1oc2ccccc2c1NC(=O)CN1CCN(C)CC1 | -7.1 | 11.3 | 0.2 | 0.998 | 2.3 | -7.5 | 0.887 | 6.1
CCN1C(=O)/C(=C\c2ccncc2)SC1=Nc1ccc(C)c(C)c1 | 8.1 | -14.2 | 14.1 | 0.859 | -3.8 | -6.1 | 1.14 | 12.6
CCn1ncc(C2=NOC(C(=O)NCCc3ccccc3)C2)c1C (stereo not given) | 10.1 | 9.1 | -6.6 | 1.07 | 7.6 | -6.4 | 0.909 | 4.5
CS(=O)(=O)c1ccccc1C(=O)N1CCN(Cc2ccccc2)CC1 | -4.7 | 4.8 | 5.6 | 0.944 | -3.1 | -5.5 | 0.952 | 7.8
Cc1cc(NC(=O)Cn2cnc3sc(C)c(C)c3c2=O)no1 | -4.9 | -4.8 | 1.7 | 0.983 | 1.6 | -19.7 | 1.05 | 10.2
Cc1ccccc1NC1=NC(C)(C)N=C(N)N1 | -6.8 | 17.6 | 8.2 | 0.918 | -2.5 | -10.4 | 0.824 | -1.3
Cc1ccc(C(=O)Nc2cccc(NC(=O)c3ccc(C)c([N+](=O)[O-])c3)n2)cc1[N+](=O)[O-] | -5.4 | -6.7 | 1.1 | 0.989 | -1.6 | 1.5 | 1.07 | 0.3
CCCCn1nc(CC(=O)NCCN(CC)CC)c2ccccc2c1=O | 0.0 | -3.1 | 0.0 | 1 | 5.3 | -2.1 | 1.03 | -1.3
CC(C)n1cc(CN2CCN(CCc3ccccc3)C(CCO)C2)cn1 (stereo not given) | -6.3 | -24.2 | -5.5 | 1.05 | -1.8 | -1.2 | 1.24 | -9.1
c1cnc2cc(-c3ccsc3)ncc2c1 | 5.2 | -12.1 | -11.4 | 1.11 | -3.3 | -3.4 | 1.12 | 7.3
C=CC[C@H](CC(=O)N(CCO)Cc1ccccc1)C(=O)N[C@@H](COC(=O)[C@@H](CC=C)Cc1ccc(F)cc1)Cc1ccccc1 | 5.6 | -1.1 | -2.5 | 1.02 | 0.2 | 13.7 | 1.01 | 17.5
COc1ccc(OC)c(C2=NS(=O)(=O)N(C)C(C(=O)NCc3ccco3)=C2)c1 | 5.7 | 2.4 | 1.9 | 0.981 | -3.8 | -8.3 | 0.976 | -10.9
Cc1ccc(S(=O)(=O)N(CCC#N)C2CCCCC2)c2nsnc12 | 0.3 | 13.8 | 0.5 | 0.995 | -2.8 | 5.4 | 0.862 | -24.0
CCCc1nnc(NC(=O)CCC(=O)NCc2ccccc2Cl)s1 | -5.9 | -2.2 | -0.5 | 1 | -0.1 | -7.7 | 1.02 | -8.1
O=C(CCNS(=O)(=O)c1ccccc1)NNC(=O)c1cccc(Cl)c1 | 2.0 | -10.2 | 17.0 | 0.83 | -2.1 | 6.2 | 1.1 | -12.4
CCn1c2ccccc2c2cc(C3C(C#N)=C(C)NC(C)=C3C#N)ccc21 | -7.6 | 19.5 | 2.6 | 0.974 | -4.4 | -5.7 | 0.805 | -23.3
Cc1ccc2nc(-c3ccc(NC(=O)CN4C(=O)NC(C)(c5ccc(OC(F)F)cc5)C4=O)cc3)sc2c1 (stereo not given) | 0.2 | 14.0 | -2.4 | 1.02 | 1.9 | 5.6 | 0.86 | -18.0
O=C(NCC1COc2ccccc2O1)c1ccc(NC(=O)C2CCCO2)cc1 (stereo not given) | -0.1 | 0.7 | 6.1 | 0.939 | -1.9 | -12.8 | 0.993 | 5.3
COCCSc1nc(N)c2c3c(sc2n1)CN(C)CC3 | 3.6 | 1.3 | 2.8 | 0.972 | -2.8 | -1.0 | 0.987 | 8.6
O=C(Nc1cc(S(=O)(=O)N2CCOCC2)ccc1N1CCOCC1)c1ccc([N+](=O)[O-])s1 | -3.8 | 14.9 | -7.3 | 1.07 | -1.9 | -6.9 | 0.851 | 3.9
Cc1ccc(Nc2nc(-c3sc(N)nc3C)cs2)cc1 | -17.5 | -8.7 | 14.9 | 0.851 | -8.0 | -4.6 | 1.09 | 41.2
Cc1nnc(SCC(=O)Nc2cc(S(=O)(=O)N3CCCC3)ccc2Cl)n1C1CC1 | -2.0 | -6.7 | -5.5 | 1.05 | -1.7 | -0.1 | 1.07 | -6.8
O=C(Nc1ccc(F)cc1)C1CCN(C(=O)c2ccc(F)cc2)CC1 | -3.6 | 6.0 | -9.7 | 1.1 | -0.8 | -5.2 | 0.94 | 9.7
O=C(COC(=O)C1CCCO1)Nc1cccc(C(F)(F)F)c1 (stereo not given) | 1.8 | -29.2 | 3.3 | 0.967 | 1.6 | 0.8 | 1.29 | -16.0

Entries listed so far with an aryl thioether with sulfur outside any ring (two):
SMILES | HKDC1 inhibitor | hIAP block | mIAP block | mIAP activ | A3A deaminase | ATG4B inh | hIAP activ | PfGluPho inh
COCCSc1nc(N)c2c3c(sc2n1)CN(C)CC3 | 3.6 | 1.3 | 2.8 | 0.972 | -2.8 | -1.0 | 0.987 | 8.6
Cc1nnc(SCC(=O)Nc2cc(S(=O)(=O)N3CCCC3)ccc2Cl)n1C1CC1 | -2.0 | -6.7 | -5.5 | 1.05 | -1.7 | -0.1 | 1.07 | -6.8

(listing goes on)
SMILES | HKDC1 inhibitor | hIAP block | mIAP block | mIAP activ | A3A deaminase | ATG4B inh | hIAP activ | PfGluPho inh
COc1ccc(CN2CCC(=O)N(CCO)CC2)cc1OC | -7.8 | 14.1 | -5.0 | 1.05 | -1.3 | 1.8 | 0.859 | -13.1
CN(C)c1ccc(C(O)Cc2nc3ccccc3n2C)cc1 (stereo not given) | -3.0 | -16.1 | -4.6 | 1.05 | -3.2 | 1.5 | 1.16 | 8.5
O=c1c(Cl)c(N2CCOCC2)cnn1-c1ncc(C(F)(F)F)cc1Cl | -0.4 | 9.0 | -3.4 | 1.03 | 0.6 | 0.9 | 0.91 | 2.7
CCOC(=O)C1=C(COC(=O)/C=C/c2ccco2)NC(=O)NC1C (stereo not given) | 3.8 | -27.1 | -7.2 | 1.07 | 48.0* | 5.5 | 1.27 | 5.2
COc1ccc(N(C(=O)c2cccnc2)S(=O)(=O)c2ccc3c(c2)n(C)c(=O)n3C)cc1 | -5.5 | -5.7 | -0.3 | 1 | -0.9 | -9.2 | 1.06 | 1.6
CCOC(=O)c1c(C)[nH]c(C)c1C(=O)COC(=O)c1cccs1 | 0.7 | -12.4 | 1.3 | 0.987 | 5.1 | -0.7 | 1.12 | 59.6*
COc1ccc(C(C)(C)C)cc1NC(=O)CCNC(=O)c1ccco1 | 2.3 | -6.3 | 3.7 | 0.963 | -4.1 | 0.6 | 1.06 | -4.8
CCC(CC)C(=O)Nc1nnc(S(=O)(=O)N2CCc3ccccc32)s1 | -4.6 | 8.4 | 12.7 | 0.873 | -3.5 | 5.0 | 0.916 | -2.8
Cc1ccc(NC(=O)c2cccc(S(C)(=O)=O)c2)cc1 | -6.2 | -14.1 | -3.8 | 1.04 | -0.8 | -7.9 | 1.14 | 1.3
COc1cc2nc(NC(=O)c3ccc(F)cc3Cl)sc(=O)c2cc1OC | 20.7 | 0.1 | 9.9 | 0.901 | -1.3 | -6.3 | 0.999 | 2.8
Cc1ccc(CC(=O)NC2CCSC2=O)cc1 (stereo not given) | -5.0 | -18.0 | 0.1 | 0.999 | -3.9 | -3.5 | 1.18 | -5.0
Cc1occc1-c1nnc(SCC(=O)NCCc2ccccc2)n1Cc1ccccc1 | 2.7 | -29.1 | 0.6 | 0.994 | 6.6 | -4.9 | 1.29 | 8.1
Cc1c(C2(O)C(=O)Nc3ccc(F)cc32)c(=O)n(-c2ccccc2)n1C (stereo not given) | -3.9 | 4.5 | -11.5 | 1.11 | -0.4 | -6.9 | 0.955 | -6.0
COc1cc(CC(=O)NCCCc2ccccc2)cc(OC)c1OC | -2.0 | 2.1 | -11.8 | 1.12 | -1.7 | 3.6 | 0.979 | 2.0
Cc1ccc2cc(C(=O)O)c(C)nc2c1 | -3.6 | -10.8 | -12.0 | 1.12 | -6.4 | -2.9 | 1.11 | -0.2
Nc1nc(SCC(=O)NCc2ccccc2)n[nH]1 | -12.4 | -25.4 | -5.4 | 1.05 | 9.2 | -11.4 | 1.25 | -16.0
N#Cc1ccc(C(=O)Nc2cccc3ncccc23)c(F)c1 | 15.1 | -2.6 | -3.7 | 1.04 | 2.3 | 4.9 | 1.03 | -17.4
CCN(C(=O)c1cc2c(=O)n3ccccc3nc2n1CCCOC)C1CCCCC1 | 0.7 | -55.4 | -15.8 | 1.16 | 0.3 | -2.8 | 1.55 | -0.2
CCOC(=O)CC1(NC(=O)C2CCC(=O)N(C3CC3)C2)CCCCC1 (stereo not given) | -3.6 | -17.8 | -4.6 | 1.05 | -6.1 | -7.1 | 1.18 | -5.5
O=C(COC(=O)CSc1ccc(Br)cc1)NCc1ccco1 | 0.8 | 3.2 | 3.7 | 0.963 | -3.1 | 2.9 | 0.968 | 15.7
Cc1c(NC(=O)C(C)Sc2nc(N)cc(=O)[nH]2)c(=O)n(-c2ccccc2)n1C (stereo not given) | -1.9 | 7.8 | -7.5 | 1.07 | -5.4 | -0.3 | 0.922 | 2.6
COC(=O)C1=NN[C@H](C(=O)OC)[C@H]1c1ccccc1 | 9.1 | 5.3 | 3.8 | 0.962 | 0.9 | -5.8 | 0.947 | -8.6
Cc1cccc(NC(=S)NNC(=O)c2csc3c2CCC(C)C3)c1 (stereo not given) | -16.2 | 9.2 | 11.4 | 0.886 | -1.5 | 25.2 | 0.908 | -28.5
O=C(NC1=NCCS1)Nc1ccccc1 | -2.4 | 5.7 | -3.4 | 1.03 | -3.2 | -5.8 | 0.943 | -4.2
O=C(c1cccc(S(=O)(=O)N2CCN(c3ccc(F)cc3)CC2)c1)N1CCCC(C(F)(F)F)C1 (stereo not given) | -0.2 | 1.1 | 12.5 | 0.875 | -2.0 | 0.4 | 0.989 | 4.2
Nc1nc(Br)c2c(F)cccc2c1-c1ccccc1 | -4.7 | 16.7 | 6.8 | 0.932 | -2.4 | -6.4 | 0.833 | 3.2
CCCCOc1ccc(CCC(=O)N/N=C/c2ccco2)cc1 | 3.0 | -2.5 | 0.1 | 0.999 | -1.2 | 4.5 | 1.02 | -10.1
C=CCN1C(=O)CN=C1NCc1ccccc1 | 0.9 | -8.8 | -1.6 | 1.02 | -1.1 | 1.7 | 1.09 | -20.9
[O-]/C(=C(\C(=S)NCc1ccccc1)[n+]1ccccc1)c1ccc(Cl)s1 | -3.5 | -3.0 | -6.1 | 1.06 | -4.9 | -4.1 | 1.03 | 2.9
CCCCCC(O)(CCCCC)C(=O)NNc1ccccc1 | 3.9 | -14.4 | -1.8 | 1.02 | -4.4 | -6.2 | 1.14 | 1.1
O=C(O)c1ccc(CNC(=O)c2ccccc2NC(=O)c2cccc([N+](=O)[O-])c2)cc1 | -4.8 | -11.0 | -7.1 | 1.07 | 0.6 | 6.8 | 1.11 | -17.4
CCc1ccccc1OCCCN1CCCC1 | 0.1 | -0.6 | 4.3 | 0.957 | -3.6 | -5.9 | 1.01 | -0.9
COc1ccccc1C1CC(c2ccc(F)cc2)Nc2ncnn21 (stereo not given) | -0.6 | -7.3 | 2.0 | 0.98 | 2.0 | 0.5 | 1.07 | -0.4
CC(NC(=O)COC(=O)Cc1ccsc1)c1ccccc1 (stereo not given) | -8.4 | -16.0 | 19.4 | 0.806 | 1.3 | -1.1 | 1.16 | 5.3
NC(=O)C1CCN(C(=O)C2CCN(C(=O)Nc3ccccc3)CC2)CC1 | 1.6 | 0.4 | 2.9 | 0.971 | -5.6 | 2.8 | 0.996 | 1.8

Entries listed above that bear a hit mark in PfGluPho inh.
SMILES | HKDC1 inhibitor | hIAP block | mIAP block | mIAP activ | A3A deaminase | ATG4B inh | hIAP activ | PfGluPho inh
CCOC(=O)c1c(C)[nH]c(C)c1C(=O)COC(=O)c1cccs1 | 0.7 | -12.4 | 1.3 | 0.987 | 5.1 | -0.7 | 1.12 | 59.6*

Source: PubChem (Sanford-Burnham Center for Chemical Genomics)
